HIV peptide binding = inhibitors of HIV fusion peptide binding, primary screen, biochemical, uHTS, fluorescence dequenching (AID 1986); cell-free peptide binding, fluorescence dequenching, 30 min; higher % means a stronger effect; one-dose inhibition, % at 20 µM; IC50 in µM for titrated hits; hit rate 0.3% among 290,000; in the data active means inhibition mostly above about 52%, no sharp cut-off; inactive means mostly below about 76%; further: some results filed as inactive read as strong as hits
AID2073 = inhibitors of Mint1-CaV2.2 protein interaction, biochemical, HTRF (AID 2073); HTRF protein-protein interaction, Mint1-CaV2.2; higher % means a stronger effect; hit rate 0.19% among 290,000; one-dose inhibition, % at 20 µM; IC50 in µM for titrated hits; Voltage-dependent N-type calcium channel subunit alpha-1B (Homo sapiens); in the data active means inhibition mostly above about 51%, no sharp cut-off; inconclusive means no clear call, values can overlap the other calls; inactive means mostly below about 53%; further: some results filed as inactive read as strong as hits
LYP inhibition = inhibitors of LYP phosphatase, biochemical, fluorescence intensity, uHTS (AID 1779) | recombinant LYP phosphatase, fluorescence intensity; higher % means a stronger effect | Tyrosine-protein phosphatase non-receptor type 22 (Homo sapiens) | inhibition, % at 11.5 µM; hits with a dose series show IC50 in µM | hit rate 0.054% among 290,000;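 further: plate controls were vehicle with enzyme for no effect and no enzyme for full effect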
Dengue-2 NS5 capping = Dengue-2 NS5 methyltransferase inhibitors, primary screen, biochemical, confirmation dose response (AID 588689). Dengue-2 NS5 methyltransferase capping enzyme assay, biochemical; higher % means a stronger effect. one-dose inhibition, % at 25 µM; IC50 in µM for titrated hits. hit rate 0.3% among 340,000; in the data active means a potency from the dose series; inconclusive means inhibition above about 29% without an active follow-up result
XIAP antagonists = XIAP antagonists, biochemical, IAP family, fluorescence polarization (AID 1018); XIAP BIR domain, fluorescence polarization peptide displacement; higher % means a stronger effect; one-dose displacement, % at 20 µM; IC50 in µM for titrated hits; hit rate 0.007% among 200,000; in the data active means displacement above about 50%; further: a part of the inactive calls stands beside numbers as strong as those of hits
Myeloid diff 2 = induction of myeloid progenitor differentiation, primary screen, cell-based, flow cytometry, MLPCN library; ER-HoxA9 myeloid progenitors, lysozyme-GFP differentiation; hit rate 1% among 360,000; calls only at 10 µM; AID 624256, 2012;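 active means normalized GFP-positive differentiation at or above the plate's own cutoff, the solvent-only control mean plus 3 SD; inconclusive means no clear call, values can overlap the other calls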;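 further: cells exposed to compound for four days before flow analysis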
SIAH1 antagonists = Siah-1 peptide-binding antagonists, primary screen, biochemical, fluorescence polarization, rhodamine-plectin, uHTS (AID 1817); E3 ubiquitin-protein ligase SIAH1 (Homo sapiens); Siah-1 / rhodamine-plectin peptide fluorescence polarization; higher % means a stronger effect; displacement, % at 20 µM; hits with a dose series show IC50 in µM; hit rate 0.02% among 290,000;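 active means displacement of at least 50% at 20 µM, with a fluorescence ratio check between 0.3 and a set limit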;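 further: plate controls were Siah plus tracer with DMSO for no effect and tracer alone without Siah for full effect; strong numbers were not always called active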
Lipid droplet = inhibitors of hepatocyte lipid droplet formation, primary screen, imaging, high-throughput imaging, BODIPY stain; inhibition, % at 6.5 µM; AID 1656, 2009; hit rate 0.4% among 240,000; AML12 mouse hepatocytes, oleate lipid droplets;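 active means lipid droplet intensity inhibited by at least 50%, with more than 500 cells counted; inconclusive means wells with under 300 cells, treated as cytotoxic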
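Test system: AML12 hepatocytes (mouse); reagent: oleate loading, 100 µM; dosing: one dose, 6.5 µM compound; incubation: overnight exposure; signal: fluorescence imaging, 20x objective, two fields per well; read-out basis: % inhibition of corrected integrated BODIPY droplet signal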
HEK293 NOD2/NF-kB = NOD2 signaling inhibitors, cell-based, luminescence, uHTS, HEK293 (AID 1566). HEK293 NOD2/NF-kB luciferase reporter, luminescence; higher % means a stronger effect. one-dose inhibition, % at 4 µM; EC50 in µM for titrated hits. hit rate 0.63% among 290,000; further: many of its hits are not listed in these tables
Lipid droplet cells 6.5 µM = also measured in Lipid droplet; calls as there; cell count; measured here: cell count, cytotoxicity flag;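 cells counted across two imaged fields per well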
Dengue-2 NS5 capping pilot replicate = second read-out of Dengue-2 NS5 capping, no call of its own (marks repeat the call); inhibition, %; measured here: pilot screen replicate inhibition
Myeloid diff 2 GFP+ MAC1+ % = recorded beside Myeloid diff 2, whose call it bears; GFP+ MAC1+ double positive, %; measured here: differentiation confirmed by MAC1 staining
The depositor's hits bear a star; i = inactive; ? = inconclusive; / = not tested or not shown. Unless noted, no stated cut-off is given here; in the data, active means inhibition above about 50%; inactive means the rest.

SMILES	HIV peptide binding	AID2073	LYP inhibition	Dengue-2 NS5 capping	XIAP antagonists	Myeloid diff 2	Myeloid diff 2 GFP+ MAC1+ %	SIAH1 antagonists	Lipid droplet	Lipid droplet cells 6.5 µM	HEK293 NOD2/NF-kB	others
CC1CCCN(C(=O)CSc2cnc3ccccc3n2)C1 (configuration not stated)	-3.7%	26%	-6%	-2%	-21%	i	6.7	-3%	-5	802	-22%
Cc1ccc(S(=O)(=O)Nc2ncnc3ccccc23)cc1	0.0%	8%	-6%	5%	/	i	1.3	8%	-6	762	4%
O=C(Cc1ccc(Cl)cc1)N/N=C/c1cccs1	0.9%	-11%	-7%	-4%	-0.6%	i	0.2	-3%	-11	653	-12%
COc1ccc([N+](=O)[O-])cc1NC(=O)c1ccc(N2C(=O)CCC2=O)cc1	-1.8%	0%	-8%	-6%	/	i	0.5	-2%	2	706	14%
Cn1c(=O)c2c(ncn2Cc2nnc(N)s2)n(C)c1=O	0.0%	1%	-5%	3%	0.3%	i	0.2	-5%	2	688	5%
COC(=O)[C@H](C)NC(=O)Nc1cccc(C)c1	-0.9%	-1%	-6%	3%	-5.6%	i	0.6	-3%	/	/	18%
CN(C)c1cc(N)c2ccccc2n1 (tested in a mixture with another compound)	-0.8%	6%	-5%	1%	-1.4%	i	0.8	-1%	-13	721	0%
CC1=C(C(=O)Nc2ccc(CC(=O)NCc3ccc(OC(C)C)cc3)cc2)SCCO1	4.5%	20%	-1%	-2%	/	?	/	13%	-182	326	-61%
Cc1[nH]c2ccccc2c1C1=CN2CCS(=O)(=O)N=C2S1	-1.2%	-2%	-11%	1%	-1.4%	i	1.4	-3%	/	/	6%
O=C(Nc1ccccn1)NC(C(F)(F)F)C(F)(F)F	-1.8%	-4%	-3%	-6%	0.8%	i	0.3	0%	/	/	12%
COC(=O)\C(C(C)=O)=C(/C=C/C=C/N(C)C)N(C)C	2.8%	17%	2%	10%	-2.1%	i	0.4	7%	/	/	-12%
CC(=O)Nc1ccc(NC(=O)C(F)(F)F)cc1	-2.2%	-1%	-8%	2%	0.6%	i	1.7	-4%	7	781	13%	Dengue-2 NS5 capping pilot replicate=-0.5
COc1ccc(Br)cc1CN(C)CC(=O)Nc1cc(Cl)ccc1Cl	3.6%	-6%	2%	-1%	-19%	i	0.7	0%	-32	667	16%
CCOC(=O)c1cc2cc([N+](=O)[O-])ccc2oc1=O	-0.8%	-9%	-3%	-2%	/	i	0.5	-7%	-10	677	19%
Cc1ccc(C(=O)O/N=C(\N)c2ccccn2)cc1Cl	0.4%	6%	-7%	-10%	/	i	0.6	-3%	-2	810	-113%
COc1ccc(Cl)cc1C(=O)Nc1ccccc1N1CCN(C(=O)C(C)C)CC1	-1.3%	9%	6%	-10%	-1.1%	i	1.4	1%	/	/	-21%
CC(=O)N1CCc2cc(S(=O)(=O)NC(Cc3ccccc3)C(=O)O)ccc21 (configuration not stated)	0.0%	10%	-11%	-5%	/	i	4.2	-4%	1	703	-1%
Clc1ccc(OCc2cnc(Cl)s2)cc1	-2.7%	-2%	-3%	-2%	-20%	i	0.9	1%	/	/	0%
NC(=O)c1nsc(C(=O)N(c2ccccc2)C(C(=O)NC2CCCCC2)c2ccc(O)cc2)c1N (configuration not stated)	0.5%	13%	-6%	-8%	/	i	0.3	0%	-15	779	18%
COc1ccc(-c2noc(COc3ccc4c(c3)OCO4)n2)cc1	-2.7%	4%	-4%	4%	-5.6%	i	6.6	0%	21	756	-6%
O=C(Nc1nc(-c2ccc3ccccc3c2)cs1)c1ccc(N2C(=O)CCC2=O)cc1	-0.4%	12%	-4%	-3%	-1.2%	i	0.9	14%	0	718	9%
O=C(O)c1[nH]c2ccccc2c1C=NCc1ccccc1Cl	1.5%	-1%	0%	1%	-1.5%	i	0.9	2%	-3	675	0%
O=S(=O)(Nc1ccncc1Cl)c1ccc2ccccc2c1	0.0%	-8%	-6%	-5%	-5.5%	i	0.3	2%	2	667	14%
COc1ccc(NC(C)=O)cc1NC(=O)CN1CCN(C2c3ccccc3-c3ccccc32)CC1	3.3%	18%	0%	-1%	-5.3%	i	0.7	1%	/	/	10%
O=C(Nc1cc(-c2nc3ccccc3s2)ccc1Cl)c1ccc2c(c1)OCO2	-2.7%	33%	-6%	1%	-3.7%	i	2.3	-2%	/	/	-37%
CCCc1c(C)nc2ccccc2c1SCCC#N	-1.1%	-9%	0%	-3%	-10%	i	0.1	0%	1	690	40%
CCn1cc(C(=O)NCC(=O)OC)c2cc(OC)c(OC)cc2c1=O	1.0%	6%	6%	-1%	0.2%	i	0.7	5%	/	/	-12%
Cc1ccc(C(=O)CCNc2ccccc2)o1	1.2%	-6%	-4%	1%	-7.6%	i	0.8	3%	0	745	-19%
CCOc1ccc(-c2[nH]nc3c2C(c2ccc(O)cc2)C(C#N)=C(N)O3)cc1 (configuration not stated)	-2.2%	0%	-7%	-2%	-1.1%	i	2.9	-2%	3	793	-13%
Cc1c(NCc2cccnc2)cccc1C(=O)O	-0.6%	14%	-9%	0%	/	i	0.7	-6%	-5	871	7%

The list goes on; the last 2 above are carried over.
SMILES	HIV peptide binding	AID2073	LYP inhibition	Dengue-2 NS5 capping	XIAP antagonists	Myeloid diff 2	Myeloid diff 2 GFP+ MAC1+ %	SIAH1 antagonists	Lipid droplet	Lipid droplet cells 6.5 µM	HEK293 NOD2/NF-kB	others
CCOc1ccc(-c2[nH]nc3c2C(c2ccc(O)cc2)C(C#N)=C(N)O3)cc1 (configuration not stated)	-2.2%	0%	-7%	-2%	-1.1%	i	2.9	-2%	3	793	-13%
Cc1c(NCc2cccnc2)cccc1C(=O)O	-0.6%	14%	-9%	0%	/	i	0.7	-6%	-5	871	7%
O=C(O)c1cccc(NC(=S)N/N=C/c2cccnc2)c1	-1.9%	-14%	5%	-8%	-6.0%	i	0.1	-6%	7	684	-5%
O=C(/C=C/c1ccc(Cl)cc1)c1cccnc1	-1.6%	6%	-6%	-51%	-5.7%	i	1.0	4%	0	769	2%
O=C(Nc1ccc(Cl)cc1)OC(CN1CCCCC1)C(F)(F)F (configuration not stated)	-2.9%	8%	-2%	-3%	1.1%	i	0.1	1%	/	/	24%
Cc1cc(C)n2cc(CSc3nnnn3-c3ccc(Cl)cc3)nc2n1	-1.9%	-10%	-1%	-5%	-5.2%	i	1.0	-4%	2	629	-4%
Cc1cnc(CN(C)C(=O)C2CCC(=O)N(CCc3cccc(F)c3)C2)[nH]1 (configuration not stated)	-1.3%	-6%	-11%	-5%	/	i	1.8	2%	-4	680	15%
COC(=O)c1sc2nc3c(cc2c1N)COC(C)(C)C3	-3.8%	-27%	-5%	-3%	-3.4%	i	4.3	-3%	-2	762	-56%
CS(=O)(=O)N(CC(=O)Nc1ccccc1-c1ccccc1)c1ccc(F)cc1	-1.1%	-18%	-3%	0%	-6.0%	i	0.3	-3%	-10	716	0%
COc1ccc(/C=C/C(=O)O)cc1S(=O)(=O)N1CCC(C)CC1	-0.8%	16%	-2%	-5%	/	i	0.3	5%	-22	742	9%
O=C(NCc1cccnc1)c1cc2ccccc2oc1=O	-0.6%	-4%	-3%	-10%	-6.4%	i	1.1	0%	-4	820	16%
COCCOC(=O)C1=C(C)OC(N)=C(C#N)C1c1ccc2c(c1)OCO2 (configuration not stated)	-1.0%	7%	-1%	3%	-8.8%	i	1.1	-4%	-12	693	-6%
COc1ccc(-n2cc(-c3ccccc3)c3c(NCCCN4CCOCC4)ncnc32)cc1	-2.1%	4%	-6%	3%	-5.6%	i	0.1	-6%	5	705	16%
COc1ccc(-n2c(SC)nc(O)cc2=O)cc1	-1.2%	-12%	-10%	-8%	-3.2%	i	6.0	-2%	/	/	3%
Nc1ccc2nn(-c3ccc(Cl)cc3)nc2c1	4.9%	?	-4%	10%	/	i	0.8	3%	16	695	-162%
O=c1cc(Cl)[nH]c(=O)n1Cc1ccc(F)cc1	-0.1%	17%	-8%	-10%	/	i	3.6	-4%	-13	662	9%
COc1cccc(OCc2cc(C(=O)N3CCN(C(C)=O)CC3)no2)c1	-0.3%	3%	-8%	2%	/	i	0.5	-4%	-2	613	-28%
CC(=O)c1ccc(N2Cc3ccccc3C2)cc1	2.6%	8%	-8%	/	/	i	0.6	-4%	/	/	-49%
Cc1ccsc1/C=N/n1c(-c2ccccc2)n[nH]c1=S	-1.8%	-21%	1%	-5%	-31%	i	0.4	3%	4	732	5%
CC(=O)CC(C)(C)S(=O)(=O)c1ccc(NC(C)=O)cc1	2.3%	6%	1%	-2%	-3.9%	i	7.2	-1%	11	768	11%
O=C(NCc1cccc(CNC(=O)c2ccco2)c1)c1ccco1	6.7%	17%	-5%	2%	-3.8%	i	5.5	2%	/	/	6%
CC(C)=C1C2CCC1C1C(=O)N(c3nc(-c4ccccc4)c(C)s3)C(=O)C21 (configuration not stated)	0.6%	0%	8%	-4%	-1.4%	i	0.6	-1%	1	655	-6%
Cc1ccc2[nH]cc(C(=O)CN3CCN(c4ccccc4F)CC3)c2c1	0.1%	7%	-5%	-2%	-20%	i	7.4	2%	/	/	6%
COc1cc(CN2CCN(S(=O)(=O)c3ccc(NC(C)=O)cc3)CC2)cc(OC)c1O	0.4%	0%	-4%	-3%	-5.7%	i	0.8	4%	/	/	4%
O=C(O)c1ccc(-n2nnc3ccccc32)c([N+](=O)[O-])c1	1.3%	1%	-7%	-13%	/	i	0.2	0%	10	757	-7%
CC(=O)Nc1cccc(NC(=O)COC(=O)C2CC3CCCC(C2)C3=O)c1 (configuration not stated)	-2.4%	-1%	-5%	4%	/	i	0.7	3%	-7	698	3%
Cn1cc(CCC(=O)N2CCCC(CCC(=O)NCc3ccccc3F)C2)cn1 (configuration not stated)	0.0%	0%	-8%	-6%	-2.2%	i	0.6	-2%	1	694	-4%
COc1ccc(C(=O)/C=C/Nc2cc(C)ccn2)cc1	0.8%	26%	1%	-7%	/	i	0.7	4%	12	737	-176%
CCC(CO)Nc1ncnc2onc(-c3ccc(F)cc3)c12 (configuration not stated)	1.7%	10%	-5%	2%	/	i	1.1	2%	1	798	-6%
COCCC(=O)N1CCC(Oc2ccc(C(=O)NCc3ccon3)cc2)CC1	0.5%	0%	-7%	3%	/	i	0.6	11%	8	800	-2%
Cc1ccc(-c2cc(C(=O)NCCCN3CCOCC3)c3ccc(Cl)c(C)c3n2)cc1	-0.8%	13%	-9%	2%	/	i	0.6	0%	0	757	14%

Bioassay records (PubChem BioAssay)

An excerpt, so the mix of outcomes need not match the whole.
